RXFP1 antag – antagonists of human relaxin receptor RXFP1 | Q9HBX9 | HEK293-RXFP1, relaxin-stimulated cAMP HTRF, 30 min; stronger effect = lower value | activity change, negative = inhibition, % at 57.5 µM | 350,000 compounds, 0.59% hits | AID 1259400;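 active = activity change of -60% or lower, but not beyond a set lower limit; inconclusive = change between -60% and -40%, or beyond the set limit; inactive = change above -40%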; also: % is scaled to controls: 0 for no effect and ±100 for the full control effect
Target sequence (Q9HBX9 whole entry, looked up): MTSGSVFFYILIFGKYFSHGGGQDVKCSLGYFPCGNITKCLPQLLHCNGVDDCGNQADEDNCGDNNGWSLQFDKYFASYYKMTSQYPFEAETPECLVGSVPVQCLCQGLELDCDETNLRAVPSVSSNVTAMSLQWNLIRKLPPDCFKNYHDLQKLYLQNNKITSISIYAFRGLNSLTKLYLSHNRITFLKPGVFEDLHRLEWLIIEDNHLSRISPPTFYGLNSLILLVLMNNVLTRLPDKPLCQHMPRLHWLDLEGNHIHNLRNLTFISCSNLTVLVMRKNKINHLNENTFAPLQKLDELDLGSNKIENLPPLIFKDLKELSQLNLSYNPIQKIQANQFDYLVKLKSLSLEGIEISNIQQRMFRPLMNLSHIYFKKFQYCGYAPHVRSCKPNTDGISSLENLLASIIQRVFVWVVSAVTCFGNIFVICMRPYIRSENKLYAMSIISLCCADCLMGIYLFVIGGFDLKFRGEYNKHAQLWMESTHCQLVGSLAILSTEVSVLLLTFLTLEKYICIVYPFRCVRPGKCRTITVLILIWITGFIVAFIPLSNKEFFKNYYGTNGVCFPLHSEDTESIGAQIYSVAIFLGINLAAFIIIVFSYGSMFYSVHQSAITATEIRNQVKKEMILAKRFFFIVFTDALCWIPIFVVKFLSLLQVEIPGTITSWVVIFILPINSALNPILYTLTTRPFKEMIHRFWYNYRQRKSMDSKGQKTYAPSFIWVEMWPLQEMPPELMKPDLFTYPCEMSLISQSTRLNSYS
D1 PAM – potentiators of human D1 dopamine receptor; P21728; HEK293 TREx D1 cells, calcium flux, dopamine EC20 potentiation; potentiation, % at 10 µM; 360,000 compounds, 0.036% hits; AID 504651; in the data active = potentiation above about 30%; also: 0% is about no effect
D1 antag – blocks dopamine activation of the human D1 receptor; activity change, negative = inhibition, % at 10 µM; 360,000 compounds, 3.2% hits; HEK293 TREx D1 cells, calcium flux, dopamine EC80; stronger effect = lower value; in the data active = activity change below about -30%; also: % is scaled to controls: 0 for no effect and ±100 for the full control effect
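Antagonism measured as reduced calcium response to an EC80 dopamine addition following 180 s compound pre-read; cells were inducible HEK293 Trex D1 plated overnight at 30 C, read kinetically at 1 cycle/sec.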
D2 PAM – positively modulates the human D2 dopamine receptor allosterically. 340,000 compounds, 0.34% hits. potentiation, % at 10 µM. AID 485347. P14416. HEK293 T-REx D2, calcium flux, EC20 dopamine potentiation;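 active = potentiation over 3 SD above the plate norm, cut at about 30% in these data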; also: 0% is about no effect
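Potentiation of an EC20 dopamine calcium response is measured in a force-coupled, tetracycline-inducible Hek293 Trex D2 line. Compound-only kinetic reads over 180 s flag agonists before dopamine addition.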
GRP78 ERSR act – ER stress response induction in glioma. U87-MG GRP78 promoter luciferase reporter, 16 h. Potency, µM, for inactives: top-dose activation, usual class: activators. 420,000 compounds, 0.02% hits; also: potency is read from the fitted curve at half-maximal effect; series mostly up to about 76 µM; % of control where 0% means no effect; nearly all actives have a fitted effect of over 35% in size
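Stably transfected U87-MG glioma cells carrying a GRP78-based luciferase sensor; 16 h compound incubation. Luminescence end-point read 10 min after Bright-Glo addition at room temperature.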
D1 agonist – agonists of human D1 dopamine receptor. P21728. HEK293 T-REx D1 cells, calcium flux, agonist mode. 360,000 compounds, 1% hits. activation, % at 2 µM; in the data active = activation above about 30%; also: 0% is about no effect
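Tetracycline-induced HEK293 TREx D1 cells, force-coupled to calcium signalling, were dye-loaded with a no-wash calcium kit. Compound was pin-added after a 10 s baseline. Fluorescence was read kinetically at 1 cycle/s for 180 s, with calcium rises flagged as agonism.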
Vif-APOBEC3G blk – Vif-A3G binding inhibition; 410,000 compounds, 0.076% hits; Potency, µM (doses to about 46.1 µM), without a hit: at the highest dose activity, negative = active, actives largely listed as inhibitors; HeLa A3G-eYFP + Vif (tagged APOBEC3G with the HIV-1 protein that degrades it), YFP fluorescence, overnight; Q9HC16;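 also: potency is read from the fitted curve at half-maximal effect; % is scaled to controls: 0 for no effect and ±100 for the full control effect; nearly all actives have a fitted effect of over 60% in size; hits raise eYFP signal because A3G escapes Vif-driven loss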
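HeLa cells stably expressing Vif and C-terminally eYFP-tagged A3G, seeded overnight at 37 deg C, then exposed to compound by pintool overnight at 37 deg C. Rise in yellow fluorescence (Ex 488/Em 500-530, Acumen) marks blocked Vif-driven A3G degradation.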
Vif-APOBEC3F blk – blocks the Vif interaction with APOBEC3F; Potency, µM (titrated, usually from 46.1 µM), without a hit: at the top dose activity, negative = active; 390,000 compounds, 0.2% hits; HeLa A3F-eYFP + Vif (tagged APOBEC3F with the HIV-1 protein that degrades it), YFP fluorescence increase; also: potency is read from the fitted curve at half-maximal effect; % of control where 0% means no effect; nearly all actives have a fitted effect of over 65% in size
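HeLa cells stably expressing A3F-eYFP plus Vif, plated and incubated overnight at 37 deg C, then exposed to compounds overnight at 37 deg C. Blocked degradation read as raised yellow fluorescence (Ex 488/Em 500-530).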
RXFP1 ag – RXFP1 (human) receptor agonism; Q9HBX9; AID 2676; 370,000 compounds, 0.3% hits; Potency, µM (doses to about 57.5 µM), for inactives: at the top dose activation, hits mostly activators; HEK293T-RXFP1 cAMP TR-FRET, 30 min; response scale: percent of porcine relaxin response, buffer zero; also: potency is read from the fitted curve at half-maximal effect; % is scaled to controls: 0 for no effect and ±100 for the full control effect; nearly all actives have a fitted effect of over 60% in size; many of its hits are not listed in these tables
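HEK293T cells stably expressing RXFP1 were pretreated with the PDE4 inhibitor Ro 20174, exposed to compounds for 30 min at 37C, lysed, and cAMP was read by TR-FRET. Data normalized to buffer (basal) and 29 nM porcine relaxin (100%).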
* hit, by the source's call; ? = inconclusive; / = not tested or not shown; & = joins results of further samples. Unless noted, calls follow the shape of the dose curve; as a rule, active = well fitted curve in the direction sought with a large enough effect; inconclusive = small, poorly fitted or top-dose-only effect, or another doubt; inactive = no such curve, though single readings can be large; an effect the other way counts as inactive or inconclusive.

compound	RXFP1 antag	D1 PAM	D1 antag	D2 PAM	GRP78 ERSR act	D1 agonist	Vif-APOBEC3G blk	Vif-APOBEC3F blk	RXFP1 ag
O=C(O)CC(NC(=O)C(c1ccccc1)c1ccccc1)c1ccco1 (centres undefined)	-4	4	-11	/	-6%	-2	-4%	0%	-0.9%
O=C(Nc1ccc(N2CCN(C(=O)c3ccco3)CC2)cc1)c1cccs1	5	2	15	-4	1%	-1	1%	7%	2.2%
COc1cc(S(=O)(=O)Nc2ccc(C)cc2)ccc1NC(=O)c1ccncc1	-6	-5	16	-5	-3%	5	-2%	0%	-0.8%
C/C(=N/NC(=O)CSc1ccccn1)c1ccc([N+](=O)[O-])cc1	/	-6	-24	7	0%	4	0%	1%	2.0%
CN1CCN(CCNC(=O)c2ccc3nc(-c4ccc(F)cc4)c(-c4ccc(F)cc4)nc3c2)CC1	-35	-16	2	-2	-6%	5	2%	-3%	0.8%
CN1CCN(Cc2c(O)ccc3c(-c4ccccc4)cc(=O)oc23)CC1	5	-5	-13	-9	-2%	2	1%	-5%	0.2%
O=C(CSc1cccc2cccnc12)N/N=C/c1cccnc1	-28	-1	-6	9	-6%	4	?	2%	2.0%
CCCn1c(Oc2ccccc2)nc2c1c(=O)n(C)c(=O)n2C	-2	-4	-39*	4	-3%	-1	1%	0%	0.3%
Cc1cccc(NC(=O)C2(c3ccccc3)CC2(Cl)Cl)c1 (centres undefined)	-35	-16	-64*	14	-1%	25	-2%	1%	-3.3%
Cc1ccc(C)c(N2CCN(S(=O)(=O)c3ccc4c(c3)NC(=O)CO4)CC2)c1	-1	2	-4	-13	-5%	3	3%	-12%	-1.4%
C=CCn1c(SCC(=O)Nc2cccc(S(=O)(=O)N(C)c3ccccc3)c2)nnc1C1CC1	-4	-1	4	-2	-3%	2	2%	-10%	-1.3%
CCCc1nnc(NC(=O)CCC(=O)N2CCN(Cc3ccc(Cl)cc3)CC2)s1	19	2	1	6	-5%	5	0%	0%	-1.3%
Cn1nc(C(C)(C)C)c([N+](=O)[O-])c1C(N)=O	-13	-4	10	-7	-3%	2	4%	-1%	2.2%
CCOC(=O)c1c(C)[nH]c(C)c1C(=O)COC(=O)c1sccc1C	4	-5	-27	5	-2%	5	-2%	8%	-1.8%
CCCc1noc(-c2ccc(NCc3ccc(C)cc3)c([N+](=O)[O-])c2)n1	/	2	-7	/	-2%	1	7%	1%	0.1%

Other entries.
compound	RXFP1 antag	D1 PAM	D1 antag	D2 PAM	GRP78 ERSR act	D1 agonist	Vif-APOBEC3G blk	Vif-APOBEC3F blk	RXFP1 ag
COc1ccc(CC(=O)NCc2nc3cccnc3n2Cc2ccc(C)cc2)cc1OC	7	-3	8	10	-2%	0	2%	6%	1.4%
Cc1ccc(-c2nc3ccccc3nc2Cl)cc1	0	-8	14	-3	3%	4	-5%	4%	5.1%
CC(C)CN(C(=O)c1cc([N+](=O)[O-])cc([N+](=O)[O-])c1)C1CCS(=O)(=O)C1 (centres undefined)	0	-1	10	1	-4%	1	-1%	-2%	0.2%
CSc1ncc(C(=O)NCc2cccc(Br)c2)c(-c2ccccc2)n1	11	-1	-1	-2	-5%	1	-1%	-2%	?
COC(=O)c1ccc(Cc2ccc(C(=O)OC)o2)o1	-3	-2	-8	2	-2%	2	-1%	-10%	-2.4%
CC(C)(C)c1cc(-c2nc(N)nc(N)n2)cc(C(C)(C)C)c1	7	3	5	20	-6%	-1	0%	-4%	0.0%
CC(C)(C)C(=O)CN1C(=O)NC(C)(Cc2ccc3c(c2)OCO3)C1=O (centres undefined)	8	3	-3	12	-6%	0	-1%	0%	-0.8%
O=C(NCCOc1ccccc1)C(=O)c1c[nH]c2ccccc12	5	-6	-23	-7	11%	2	-6%	1%	-2.4%
Cc1ccc(C)c(N2CCN(c3nc4ccccc4c(=O)n3Cc3ccccc3)CC2)c1	/	-4	-19	1	-3%	4	2%	-6%	0.4%
Cc1ccc(-c2nn(-c3ccccc3)cc2CO)cc1	-1	-7	-2	17	1%	0	0%	-2%	3.9%
Cc1ccc(S(=O)(=O)NCc2nc3cccnc3n2Cc2ccccc2Cl)c(C)c1	-9	-4	26	-6	-3%	2	-1%	-1%	4.2%
CC1(C)S/C(=N/N=C/c2cccs2)NC1=O	-3	-1	12	0	-3%	0	0%	1%	1.5%
OC(CCCN1CCCCC1)(c1ccccc1)c1ccccc1	17	-3	-34*	-28	-2%&-1%&-5%	3	2%	-1%	3.8%
CC(C)(C)CNC(=O)[C@]1(C)CCC[C@@]2(C)C3CC[C@@]4(C)C[C@]3(CCC21)CC4=O (some centres undefined)	/	-2	/	0	-3%	0	1%	5%	0.3%
CNc1ccc(/C=C(\CCC(=O)O)c2nc3ccccc3s2)cc1[N+](=O)[O-]	4	0	-16	11	4%	2	1%	6%	1.4%

(list continues)
compound	RXFP1 antag	D1 PAM	D1 antag	D2 PAM	GRP78 ERSR act	D1 agonist	Vif-APOBEC3G blk	Vif-APOBEC3F blk	RXFP1 ag
N#Cc1sc2nc3c(c(-c4ccco4)c2c1N)CCCC3	1	0	17	5	-9%	2	0%	2%	7.7%
CC(C)C1C(C#N)=C(N)Oc2n[nH]c(-c3ccc4ccccc4c3)c21 (centres undefined)	-38	-5	10	10	-4%	0	?	-7%	2.6%
Cc1cc(=O)oc2cc(OCC(=O)Nc3ccc(O)c(C(=O)O)c3)ccc12	/	0	-14	4	-4%	0	-2%	0%	0.5%
OCC1OC2C(NC(=S)N2c2ccccc2)C(O)C1O (centres undefined)	1	/	/	/	-4%	/	0%	7%	/
COc1ccc(CCNC(=O)c2nc3ncccn3n2)cc1OC	0	-4	-7	/	-6%	2	0%	0%	2.7%
Cc1cccc(NC(=O)C2CCCN(S(=O)(=O)c3ccc(-n4cnnn4)cc3)C2)c1 (centres undefined)	-7	/	3	/	-2%	6	0%	1%	-2.3%
COc1ccc(C(=O)Nc2ccc3nc(N4CCN(C)CC4)cc(C)c3c2)c(OC)c1	8	3	-3	/	-2%	2	-5%	-11%	1.4%
CC(C)(C)OC(=O)CN1C(=O)S/C(=C\c2ccc(-c3cccc(C(=O)O)c3)o2)C1=O	/	1	-5	11	/	3	/	/	1.3%
CC1CN(S(=O)(=O)c2cccc(C(=O)N(Cc3nnc(-c4ccccc4Cl)o3)C3CC3)c2)CC(C)O1 (centres undefined)	-11	-10	0	-2	0%	3	1%	-14%	2.1%
O=C(c1ccccc1)N1CCN(C2CC3CCC2C3)CC1 (centres undefined)	0	8	2	3	-1%	3	-4%	2%	1.6%
COc1cccc(C=Nc2cccc3c(=O)[nH][nH]c(=O)c23)c1O	-18	8	12	13	0%	4	-3%	-1%	-0.2%
CCOC(=O)c1c(CSc2ccccc2)oc2cc(Br)c(O)c(CN(C)C)c12	-5	-8	13	-4	-2%	0	-1%	-6%	-1.7%
O=c1c2ccccc2nc2n1C(CSc1ccc(F)cc1)CN2 (centres undefined)	-2	/	/	/	-7%	/	-6%	3%	0.9%
COc1ccc(OC)c(CNC(=O)c2cc(-c3ccc(Cl)s3)nc3ccccc23)c1	-6	-1	-9	10	-3%	18	-4%	8%	15%
CNC(=O)C1CCC(Cn2c(=O)[nH]c3ccsc3c2=O)CC1 (centres undefined)	2	-2	-3	2	-4%	7	2%	1%	2.6%

Continued.
compound	RXFP1 antag	D1 PAM	D1 antag	D2 PAM	GRP78 ERSR act	D1 agonist	Vif-APOBEC3G blk	Vif-APOBEC3F blk	RXFP1 ag
CCCn1c(=O)c(C(=O)NCCc2ccccc2)c(O)c2ccccc21	9	5	14	3	7%	6	1%	-4%	2.0%
COC(=O)c1ccc(CSc2nc3scc(-c4cccs4)c3c(=O)[nH]2)o1	-38	-2	-4	-7	-2%	1	0%	-4%	1.4%
CCN(C(=O)COC(=O)CCC(=O)c1ccccc1)c1c(N)n(Cc2ccccc2)c(=O)[nH]c1=O	-3	-1	26	12	-1%	1	0%	6%	-0.7%
CCN(CC)c1ccc(SS(=O)(=O)O)cc1	-14&0	-5&3	10&-13	-20&4	-6%&-4%	2&5	1%&-6%	-3%&2%	-0.1%&1.2%
COc1ccccc1C(=O)Nn1c(C2CCC2)nc2ccccc2c1=O	-2	-6	1	-2	-2%	5	3%	-14%	0.9%
O=C(C1CCCN(Cc2ccc(F)cc2)C1)N1CCCCC1 (centres undefined)	4	3	-6	2	-1%	0	-4%	3%	-0.4%
Cc1ccc(NC(=O)C2C3CCC(O3)C2C(=O)O)cc1Cl (centres undefined)	2	11	-10	-3	-4%	5	-4%	-13%	2.3%
Cc1c(Br)cnn1C(C)C(=O)N1CCN(c2ccccc2F)CC1 (centres undefined)	-9	-3	-1	-13	-1%	2	2%	-1%	0.0%
COC(=O)c1cccc(F)c1C(=O)c1cccc2ccccc12	-2	/	/	/	-7%	/	-5%	-35%	/
COc1ccc(N2C(=O)CC(c3ccc([N+](=O)[O-])cc3)C2=O)cc1 (centres undefined)	-2	0	-9	6	-4%	7	-1%	-1%	3.5%
O=CN1CCN(C(=O)c2ccc(Br)o2)CC1	0	-6	-36*	12	-5%	2	-7%	-5%	2.8%
CN(C(=S)NC(=O)C12CC3CC(CC(C3)C1)C2)c1ccc(O)cc1	7	/	/	/	1%	/	0%	5%	/
Cc1noc2ncnc(Oc3ccccc3)c12	-6	-9	-11	0	-6%	2	0%	-6%	1.1%
Cc1[nH]c(-c2ccc(F)cc2)cc1C(=O)N1CCN(c2ccc(Cl)cc2)CC1	-1	-3	6	9	0%	0	2%	-4%	0.2%
Cc1cnc(C(=O)Nc2nnc(C(C)C)s2)cn1	-8	-1	-1	/	-9%	0	0%	2%	-1.1%
O=C(CCn1c(=S)oc2ccccc21)NCCC1=CCCCC1	1	2	9	-21	-2%	1	-5%	-2%	-4.9%

Taken from above:
D2 PAM result of Cc1noc2ncnc(Oc3ccccc3)c12 = 0
D1 agonist result of CCN(C(=O)COC(=O)CCC(=O)c1ccccc1)c1c(N)n(Cc2ccccc2)c(=O)[nH]c1=O = 1

A portion of the library; rates above refer to the full screens.
